POLB inh – qHTS Assay for Inhibitors of DNA Polymerase Beta | P06746 | Pol beta primer extension/strand displacement, fluorescence kinetic | Potency, µM (titrated, usually from 114 µM), inactives show at the top dose activity change, negative = inhibition, actives largely listed as inhibitors | 1.3% of 340,000 active | AID 485314, 2010; also: potency is read from the fitted curve at half-maximal effect; % is scaled to controls: 0 for no effect and ±100 for the full control effect
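Curves were derived by four-parameter Hill fits of normalized qHTS data. The kinetic fluorescent primer-extension read was taken at 0 and 10 min after 50 nM substrate, following a 15 min room-temperature preincubation of 10 nM enzyme with compounds.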
POLK inh – qHTS for Inhibitors of Polymerase Kappa. purified Pol kappa, fluorescent DNA synthesis assay, 10 min. 0.53% of 400,000 active. Potency, µM (highest dose often 107 µM), without a hit: at the highest dose activity, negative = inhibition, hits mostly inhibitors. DNA polymerase kappa (Homo sapiens), Q9UBT6; also: potency is read from the fitted curve at half-maximal effect; % is scaled to controls: 0 for no effect and ±100 for the full control effect
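Readout: fluorescence, taken kinetically at 0 and 10 min. Conditions: 10 nM Pol kappa, 15 min RT compound preincubation, 50 nM substrate final. Controls: enzyme-free buffer wells.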
BLM helicase inh – qHTS Assay for Inhibitors of Bloom's syndrome helicase (BLM); 0.2% of 350,000 active; RecQ-like DNA helicase BLM (Homo sapiens), P54132; AID 2528, 2010; Potency, µM (highest dose often 56.1 µM), inactives show top-dose activity change, negative = inhibition, hits mostly inhibitors; recombinant BLM DNA unwinding, fluorescence dequenching;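 also: potency is read from the fitted curve at half-maximal effect; plate controls were vehicle for no effect and no enzyme for full effect; nearly all actives have a fitted effect of over 35% in size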
Target sequence (P54132 whole entry, looked up): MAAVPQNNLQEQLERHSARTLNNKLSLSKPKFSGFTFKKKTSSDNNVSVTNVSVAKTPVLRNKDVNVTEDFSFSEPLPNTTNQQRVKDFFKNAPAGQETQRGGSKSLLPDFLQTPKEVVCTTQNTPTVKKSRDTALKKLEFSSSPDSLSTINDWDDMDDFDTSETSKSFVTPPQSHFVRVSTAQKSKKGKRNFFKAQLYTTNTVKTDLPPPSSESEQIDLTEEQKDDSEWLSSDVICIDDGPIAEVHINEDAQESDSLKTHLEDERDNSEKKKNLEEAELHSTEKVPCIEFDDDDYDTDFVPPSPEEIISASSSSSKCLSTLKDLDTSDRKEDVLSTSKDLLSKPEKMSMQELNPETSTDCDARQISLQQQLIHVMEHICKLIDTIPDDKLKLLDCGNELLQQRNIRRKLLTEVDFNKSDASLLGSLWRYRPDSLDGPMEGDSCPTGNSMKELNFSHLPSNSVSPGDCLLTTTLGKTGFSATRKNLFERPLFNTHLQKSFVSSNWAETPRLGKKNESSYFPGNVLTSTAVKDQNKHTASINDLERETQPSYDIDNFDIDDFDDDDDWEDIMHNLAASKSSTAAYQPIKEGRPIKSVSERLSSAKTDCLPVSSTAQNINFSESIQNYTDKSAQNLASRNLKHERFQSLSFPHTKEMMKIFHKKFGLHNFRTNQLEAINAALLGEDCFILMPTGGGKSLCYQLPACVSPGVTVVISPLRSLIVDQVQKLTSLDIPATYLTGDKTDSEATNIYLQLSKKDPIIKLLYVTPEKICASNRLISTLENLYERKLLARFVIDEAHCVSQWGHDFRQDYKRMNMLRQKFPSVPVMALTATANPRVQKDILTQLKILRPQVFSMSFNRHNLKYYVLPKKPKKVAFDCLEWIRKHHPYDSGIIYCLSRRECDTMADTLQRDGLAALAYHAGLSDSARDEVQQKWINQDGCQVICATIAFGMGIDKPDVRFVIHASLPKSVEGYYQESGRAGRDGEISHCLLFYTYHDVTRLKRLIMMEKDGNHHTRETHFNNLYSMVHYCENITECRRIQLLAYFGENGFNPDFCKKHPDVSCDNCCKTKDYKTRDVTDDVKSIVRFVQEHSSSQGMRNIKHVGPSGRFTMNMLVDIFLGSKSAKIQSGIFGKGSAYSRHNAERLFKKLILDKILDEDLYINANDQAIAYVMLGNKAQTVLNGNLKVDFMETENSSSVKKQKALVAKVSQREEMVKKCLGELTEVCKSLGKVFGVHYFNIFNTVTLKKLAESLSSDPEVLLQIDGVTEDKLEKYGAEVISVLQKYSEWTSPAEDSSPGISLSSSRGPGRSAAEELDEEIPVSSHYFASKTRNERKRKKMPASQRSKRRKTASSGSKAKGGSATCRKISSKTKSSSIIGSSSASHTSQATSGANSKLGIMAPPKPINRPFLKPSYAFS
RXFP1 antag – qHTS Assay for Antagonists of the Relaxin Receptor RXFP1 | 0.59% of 350,000 active | HEK293-RXFP1, relaxin-stimulated cAMP HTRF, 30 min; stronger effect = lower value | activity change, negative = inhibition, % at 57.5 µM | Relaxin receptor 1 (Homo sapiens), Q9HBX9;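 active = activity change of -60% or lower, but not beyond a set lower limit; inconclusive = change between -60% and -40%, or beyond the set limit; inactive = change above -40%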; also: % is scaled to controls: 0 for no effect and ±100 for the full control effect
Pol iota inh – qHTS for Inhibitors of Polymerase Iota; DNA polymerase iota (Homo sapiens), Q9UNA4; Pol iota fluorescent replication assay, 10 min; Potency, µM (top dose mostly 115 µM), for inactives: at the highest dose activity, negative = inhibition, hits mostly inhibitors; 1% of 390,000 active; AID 588590, 2011; also: potency is read from the fitted curve at half-maximal effect
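Fluorescent replication assay read twice, at 0 min and 10 min after adding 50 nM (final) substrate. Enzyme (10 nM) and compounds were first incubated 15 min at room temperature; enzyme-free buffer wells were negative controls.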
Tb PGK inh – qHTS Assay to Find Inhibitors of Phosphoglycerate Kinase | Phosphoglycerate kinase, glycosomal (Trypanosoma brucei brucei), P07378 | PGK/GAPDH coupled, Kinase-Glo luminescence, 60 min | Potency, µM (series often up to 57.5 µM), for inactives: top-dose activity change, negative = inhibition, usual class: inhibitors | 0.043% of 380,000 active | AID 602233, 2012; also: potency is read from the fitted curve at half-maximal effect; % is scaled to controls: 0 for no effect and ±100 for the full control effect; nearly all actives have a fitted effect of over 60% in size
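Luminescent ATP detection (Kinase-Glo Plus) follows a 60-minute room-temperature incubation, with wells lacking PGK as controls. Buffer: 100 mM TEA (pH 7.6), 5 mM MgCl2, 0.01% Tween-20. Coupling enzyme GAPDH (100 nM final) supplies unstable 1,3-BPG in-well.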
APE1 inh – qHTS Assay for Inhibitors of the Human Apurinic/apyrimidinic Endonuclease 1 (APE1); recombinant APE1, TAMRA/BHQ-2 abasic DNA cleavage fluorescence; Potency, µM (series often up to 65.8 µM), inactives show top-dose activity change, negative = inhibition, most hits filed as inhibitors; 0.35% of 350,000 active;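 also: potency is read from the fitted curve at half-maximal effect; plate controls were vehicle for no effect and reference inhibitor for full effect; nearly all actives have a fitted effect of over 55% in size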
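Compound pre-exposure to 0.75 nM APE1, 15 min at ambient temperature. Reaction initiated with 50 nM TAMRA/BHQ-2 THF substrate, read immediately in kinetic mode, 525 nm excitation, 598 nm emission.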
Pol eta inh – qHTS for Inhibitors of Polymerase Eta; DNA polymerase eta (Homo sapiens), Q9Y253; recombinant Pol eta, fluorescent DNA replication assay; Potency, µM (titrated, usually from 114 µM), without a hit: at the top dose activity change, negative = inhibition, usual class: inhibitors; 1.2% of 390,000 active; AID 588591, 2011; also: potency is read from the fitted curve at half-maximal effect; % is scaled to controls: 0 for no effect and ±100 for the full control effect
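Pol eta (10 nM) was preincubated with compounds for 15 min at room temperature, after which fluorescent replication substrate (50 nM final) was added to start the reaction. Fluorescence was read kinetically at 0 and 10 min.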
Anesthetic bind – qHTS Assay for Identification of Novel General Anesthetics. Ferritin light chain (Equus caballus), P02791. apoferritin/1-aminoanthracene competitive binding, fluorescence. Potency, µM (highest dose often 77.5 µM), without a hit: at the top dose activity change, negative = displacement, most hits filed as inhibitors. 0.074% of 350,000 active; also: potency is read from the fitted curve at half-maximal effect; % is scaled to controls: 0 for no effect and ±100 for the full control effect; nearly all actives have a fitted effect of over 20% in size
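Probe: 1-aminoanthracene (50% saturated, PBS). Protein: horse-spleen apoferritin, 10 uM. Incubation: 10 min, room temperature. Detection: 380 nm excitation, 535 nm emission. Analysis: normalized response, four-parameter Hill.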
* marks the source's active call; other numbers are inactive results; i = inactive; ? = inconclusive; nt = not tested or not shown; [ ] = dose if it differs, or a comment. Unless noted, calls follow the shape of the dose curve; as a rule, active = well fitted curve in the direction sought with a large enough effect; inconclusive = small, poorly fitted or top-dose-only effect, or another doubt; inactive = no such curve, though single readings can be large; an effect the other way counts as inactive or inconclusive. A portion of the library; rates above refer to the full screens.

SMILES | POLB inh | POLK inh | BLM helicase inh | RXFP1 antag | Pol iota inh | Tb PGK inh | APE1 inh | Pol eta inh | Anesthetic bind
Cc1cc(NC(=O)C2CC(c3ccccc3Cl)=NO2)no1 (stereo not given) | 21% | 1% | -10% | -4 | -11% | -7% | 12% | -7% | -16%
Cc1ccc(-n2c(CSc3nc(C)cc(C)n3)nnc2SCC(=O)Nc2nccs2)cc1 | 0% | 2% | -2% | 8 | 39%[activator] | 4% | -1% | 11% | 5%
O=c1c2ccccc2[nH]c(=S)n1CCN1CCC(=C(c2ccc(F)cc2)c2ccc(F)cc2)CC1 | -22% | nt | -9% | nt | nt | nt | -4% | nt | -12%
O=C(c1cc2ccccc2o1)N1CCCC1 | ? | -17% | -1% | -4 | 11% | 6% | 1% | -6% | -11%
Cc1ccc(C)c(N(C(=O)c2snc(C(N)=O)c2N)C(C(=O)NCC2CCCO2)c2cccs2)c1 (stereo not given) | 1% | -3% | -5% | ? | 102%[activator] | i | -5% | -13% | -14%
C=CCn1c(CCc2ccccc2)nnc1SCC(N)=O | 2% | -8% | -3% | 11 | -9% | 8% | -5% | -1% | -5%
CCCNC(=O)COc1coc(CN2CCN(c3cccc(Cl)c3)CC2)cc1=O | -1% | 0% | 1% | 7 | 13% | -8% | -11% | 3% | -2%
Cn1c(=O)c2c(O)cc(=O)n(-c3ccccc3)c2n(C)c1=O | 17% | -1% | -2% | -2 | 1% | -10% | 16% | 8% | -10%
Cc1cc2ncn(C(=O)c3ccc4c(c3)OCO4)c2cc1C | -10% | -18% | -1% | 5 | 11% | -2% | 5% | ? | -15%
CN1CCN(C(=O)CCn2nc(-c3ccccc3)c3ccccc3c2=O)CC1 | -2% | 0% | -1% | 3 | 3% | -5% | -4% | -12% | -13%
CCN1C(=O)N[C@@H](c2ccco2)C(C(=O)OC)=C1C | nt | -11% | -2%[12.4 µM] | nt | ? | -9% | -2%[12.4 µM] | -10% | nt
CCCN(CCC)c1nn2c(=O)c(C(=O)NCc3cc(Br)ccc3OC)cnc2s1 | 0% | -17% | -4% | -22 | -20% | -12% | nt | -3% | -11%
COc1cccc(CN2CC(C(=O)N(C)Cc3[nH]c4ccccc4c3C)CCC2=O)c1 (stereo not given) | 25% | -3% | -2% | -30 | 55%[activator] | i | 12% | -25% | -13%
COC(=O)c1sc(NC(=O)CSc2nc3cccnc3n2C2CCCCC2)nc1C | 1% | 3% | -1% | -19 | 9% | i | -1% | -9% | -22%
O=C(NC1CC2CCCC(C1)N2C(=O)Nc1ccc(F)cc1)c1ccccc1 (stereo not given) | 4% | 1% | -3% | -4 | 137%[activator] | -9% | 3% | -18% | 2%
CC1(C)CC(=O)C=C(C(=O)N2CCCC(C(=O)c3cccc(C(F)(F)F)c3)C2)O1 (stereo not given) | 4% | -15% | -2% | -8 | 12% | -1% | -29% | -10% | -21%
Cc1ccc2c(c1)N(C(=O)CCC(=O)NCCCN1CC(C)CC(C)C1)CCO2 (stereo not given) | 12% | 14% | 1% | 5 | -8% | -8% | 17% | -2% | -13%
Cc1ccc2c(CSc3nc4ccccc4c(=O)n3CCCO)cc(=O)oc2c1C | ? | -1% | -4% | 9 | 18% | 3% | -2% | -24% | ?
CC(NC(=O)COC(=O)c1cc(=O)[nH]c2ccccc12)c1ccccc1 (stereo not given) | 24% | -13% | 0% | 12 | 15% | -10% | ? | 1% | -12%
Cc1occc1-c1nnc(SCC(=O)NC2CCCC2)n1-c1ccccc1 | 2% | -6% | 0% | 7 | 3% | -3% | 1% | -15% | -2%
COc1ccc(NC(=O)COC(=O)c2ccc(O)cc2)c([N+](=O)[O-])c1 | 1% | -21% | -1% | 7 | 42%[activator] | -4% | -1% | 8% | -15%
CC1=NN(C(C#N)c2ccccc2C)C(c2ccccc2)C1 (stereo not given) | 15% | 16% | -6% | -8 | 30% | i | 32% | -6% | -7%
CC(C)(C)C1CCC2(CC1)C(C#N)=C(SCC(=O)NC1CCCCC1)NC(=O)C2C#N (stereo not given) | 16% | -11% | -16% | -11 | 24% | 0% | -10% | -21% | ?
O=C(CC1Sc2ccccc2NC1=O)NNc1cccc(Cl)c1Cl (stereo not given) | nt | -5% | nt | -13 | 2% | -6% | nt | -16% | nt
CCCCNC(=O)c1ccccc1SCC(=O)NC1CCCCCCC1 | nt | -11% | nt | 2 | -10% | -3% | 17% | -19% | nt
Brc1ccc(-c2cn3ccccc3n2)s1 | -3% | -10% | 0% | 7 | -17% | -15% | 0% | -15% | -7%
CSc1ccc(CCNC(=O)c2c(C)nn(-c3ccc(F)cc3)c2-n2cccc2)cc1 | -7% | -13% | -8% | nt | 9% | -1% | nt | -29% | 26%
COc1ccc(OC)c(/C=N/NC(=S)NCCc2ccccc2)c1 | 3% | -15% | -14% | 0 | 33%[activator] | -4% | -14% | -14% | 209%[activator]
Cn1c(SCC(=O)Nc2ccc(F)cc2F)nnc1-c1cccnc1 | 4% | -9% | 1% | nt | -3% | -4% | -5% | 2% | -4%
CCOC(=O)COc1ccc(/C=C2/C(=O)NN(c3ccc(F)cc3)C2=O)cc1OC | -4% | -12% | -9% | 4 | ? | -2% | 16% | 22% | -1%

3 consecutive entries out of the list so far, for reference:
SMILES | POLB inh | POLK inh | BLM helicase inh | RXFP1 antag | Pol iota inh | Tb PGK inh | APE1 inh | Pol eta inh | Anesthetic bind
CC(NC(=O)COC(=O)c1cc(=O)[nH]c2ccccc12)c1ccccc1 (stereo not given) | 24% | -13% | 0% | 12 | 15% | -10% | ? | 1% | -12%
Cc1occc1-c1nnc(SCC(=O)NC2CCCC2)n1-c1ccccc1 | 2% | -6% | 0% | 7 | 3% | -3% | 1% | -15% | -2%
COc1ccc(NC(=O)COC(=O)c2ccc(O)cc2)c([N+](=O)[O-])c1 | 1% | -21% | -1% | 7 | 42%[activator] | -4% | -1% | 8% | -15%

(further entries)
SMILES | POLB inh | POLK inh | BLM helicase inh | RXFP1 antag | Pol iota inh | Tb PGK inh | APE1 inh | Pol eta inh | Anesthetic bind
COc1ccc(/C=C(\C#N)C(=O)OCC(=O)N2CC(C)OC(C)C2)cc1 (stereo not given) | 7% | -14% | 0% | -25 | 23% | 5% | -3% | -15% | -13%
Cc1ccc(NC(N)=S)cc1 | 13% | -14% | -2% | 16 | 4% | 0% | 1% | -13% | -9%
Cc1nc(NC(=O)C23CCC(C)(C(=O)O2)C3(C)C)sc1C (stereo not given) | -28% | -10% | -3% | -6 | -12% | -20% | -3% | -2% | -15%
Cc1ccc(C)c(S(=O)(=O)N2CCN(CC(=O)Nc3cc(C)on3)CC2)c1 | 14% | -7% | -2% | 1 | 40%[activator] | -3% | 0% | -13% | -11%
CC(C(=O)Nc1sc2c(c1C(=O)NCC1CCCO1)CCC2)N1C(=O)c2ccccc2C1=O (stereo not given) | -11% | -1% | -9% | -11 | 18% | i | 6% | -16% | -12%
CCc1nnc(NC(=O)c2nc(SCc3ccccc3C)ncc2Cl)s1 | 1% | -21% | -1% | nt | -8% | -10% | nt | -5% | ?
O=C1C2C3C=CC(O3)C2C(=O)N1N=Cc1ccc2c(c1)OCO2 (stereo not given) | nt | 2% | nt | -7 | 9% | -25% | nt | -21% | nt
Cc1c(-c2nnc(SCC(=O)Nc3ccccc3F)o2)nnn1-c1ccc(F)cc1 | 0% | -4%[60.1 µM] | 0% | -8 | ? | 1% | nt | 18% | -18%
O=C(OCc1ccc([N+](=O)[O-])cc1Cl)c1cnccn1 | 1% | 1% | -1% | 15 | 16% | -4% | 22% | -4% | -17%
Cc1nc(-c2ccc(S(=O)(=O)Nc3ccc(C)c(N(C)C)c3)cc2)co1 | 6% | -5%[60.1 µM] | -3% | nt | 25% | -9% | nt | -17% | 0%
CC(=O)Cc1nsc(NC(=O)c2ccccc2Cl)n1 | 10% | -14% | -1% | -8 | 116%[activator] | 8% | -2% | 4% | 2%
CC(=O)c1c(COC(=O)c2ccccc2Cl)nc2ccccc2[n+]1[O-] | 9% | 0% | -4% | -2 | -8% | -2% | ? | -4% | 6%
COc1ccc(-n2c(SCC(=O)N3CCOCC3)nc(O)c(Cc3ccccc3)c2=O)cc1 | 0% | -13% | -5% | -4 | 12% | -2% | 4% | -12% | -5%
Nc1nonc1C(=O)NCCNCc1ccccc1OCc1ccc(F)cc1 | 27% | -2% | -1% | 0 | -6% | -11% | -2% | -14% | -21%
Cn1c(=O)c(Cc2ccccc2)c(O)c2ccccc21 | 6% | -8% | -4% | 20 | 2%[58.9 µM] | -5% | -3% | -5% | -7%
N#Cc1sc2nc(-c3ccccc3)cc(C(F)(F)F)c2c1N | -24% | -19% | 2% | -2 | ? | -1% | 14% | -12% | -9%
O=C(O)CN1C(=O)/C(=C\c2cn(-c3ccccc3)nc2-c2ccccc2)SC1=S | ? | -22% | -3% | 13 | ? | -10% | 15% | 13% | -17%
COc1ccc(NC(=O)C2C3CCC(O3)C2C(=O)O)cc1OC (stereo not given) | 20% | -2% | -14% | -4 | 31%[activator] | 0% | -5% | -13% | -8%
Cc1ccc(CSc2nc3ccncc3n2Cc2nc(-c3ccccc3C)oc2C)cc1 | 5% | -11% | -10% | nt | 0% | i | nt | -20% | -10%
O=C(Nc1ccccc1)/C(=C\c1cccs1)NC(=O)c1ccccc1 | 16% | -8% | 2% | -2 | 143%[activator] | 3% | -1% | -9% | -3%
COc1ccc(CC(=O)OCC(=O)NC2CCCCC2)cc1 | nt | 8% | nt | -5 | 9% | -2% | 27% | -15% | nt
COc1cccc(-c2cc(C(F)(F)F)nc(N3CCC(C)CC3)n2)c1 | -1% | -8% | -2% | -14 | 7% | 4% | -11% | -2% | -12%

From PubChem BioAssay
